FXIa inh 1536 – blocks human coagulation factor XIa protease activity | inhibition, % at 5 µM | AID 798 | P03951 | actives 0.14% (n = 220,000) | purified FXIa, Boc-Glu-Ala-Arg-AMC fluorogenic substrate;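 active means inhibition of at least 40%; inactive means inhibition below 40%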;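 further: fluorescence of freed AMC excited at 355 nm; 0% = enzyme without compound and 100% = no enzyme blank; many of its hits are not listed in these tables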
hK5 inh – kallikrein 5 (human) inhibition; Q9Y337; recombinant hK5, fluorogenic AMC substrate cleavage; inhibition, % at 5 µM; actives 0.59% (n = 210,000); AID 873;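 active means inhibition of 40% or more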;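 further: 0% = enzyme controls without compound and 100% = no-enzyme blanks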
Target sequence (Q9Y337 67-293 limits assumed): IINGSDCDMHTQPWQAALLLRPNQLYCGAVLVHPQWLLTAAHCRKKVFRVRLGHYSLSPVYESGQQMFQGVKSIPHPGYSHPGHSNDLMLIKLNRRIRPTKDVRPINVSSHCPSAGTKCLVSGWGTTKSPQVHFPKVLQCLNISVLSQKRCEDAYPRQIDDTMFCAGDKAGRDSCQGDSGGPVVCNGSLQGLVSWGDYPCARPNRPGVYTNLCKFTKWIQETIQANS
PERK inh – inhibitors of human PERK kinase. inhibition, % at 5.6 µM. CHO PERK-DD fusion, SEAP luminescence translation reporter. AID 1416. Q9NZJ5. actives 0.17% (n = 220,000);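 active means inhibition above the mean inhibition of all tested compounds plus 3 SD, set separately per screening campaign, cut at about 2.9% in these data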;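 further: PERK kinase domain activated by AP20187 dimerizer at 100 nM; 0% = DMSO with dimerizer and 100% = rapamycin at 8.4 µM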
Wee1 stabilizer – human Wee1 degradation inhibition, primary screen | HeLa Luc-Wee1K328M stability, luciferase luminescence; 100% = proteasome inhibitor MG132 effect | reporter increase, % at 5 µM | P30291 | actives 1.2% (n = 220,000);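 active means activation above the mean of all tested compounds plus 3 SD, set per screening run, cut at about 8.8% in these data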;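 further: cells exposed to compound for 20 h before luminescence read; 0% = DMSO alone and 100% = MG132 at 30 µM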
KCC2 mod – modulators of human KCC2 chloride dependent transport. Q9H2X9. KCC2 cells, thallium flux FluoZin-2 fluorescence. B-score of Tl+ flux slope (higher = more flux/activation; lower = inhibition) at 10 µM. actives 2.2% (n = 190,000). AID 1456;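 active means thallium flux slope and its plate-corrected score both differing from the plate sample mean at a set confidence after two filtering rounds, in either direction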;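 further: slope of fluorescence scaled to starting intensity during 10 to 20 s after thallium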
FXIIa inh – inhibitors of human coagulation factor XIIa | P00748 | purified FXIIa, Boc-QGR-AMC fluorogenic substrate, 2 h | inhibition, % at 5 µM | actives 0.3% (n = 220,000) | AID 800; in the data active means inhibition above about 40%;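 further: 0% = enzyme with no compound and 100% = blank without enzyme; many of its hits are not listed in these tables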
Target sequence (P00748 20-372 limits assumed): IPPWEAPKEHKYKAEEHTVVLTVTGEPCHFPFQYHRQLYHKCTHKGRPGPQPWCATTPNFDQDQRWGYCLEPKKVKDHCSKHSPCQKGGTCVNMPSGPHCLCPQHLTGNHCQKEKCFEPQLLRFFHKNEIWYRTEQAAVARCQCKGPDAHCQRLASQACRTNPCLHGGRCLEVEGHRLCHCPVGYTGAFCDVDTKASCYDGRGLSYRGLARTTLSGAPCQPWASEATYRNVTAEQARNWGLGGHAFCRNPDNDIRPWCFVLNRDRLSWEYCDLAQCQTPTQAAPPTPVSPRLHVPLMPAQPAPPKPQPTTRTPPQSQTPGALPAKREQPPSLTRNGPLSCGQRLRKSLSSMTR
Target sequence (P00748 373-615 limits assumed): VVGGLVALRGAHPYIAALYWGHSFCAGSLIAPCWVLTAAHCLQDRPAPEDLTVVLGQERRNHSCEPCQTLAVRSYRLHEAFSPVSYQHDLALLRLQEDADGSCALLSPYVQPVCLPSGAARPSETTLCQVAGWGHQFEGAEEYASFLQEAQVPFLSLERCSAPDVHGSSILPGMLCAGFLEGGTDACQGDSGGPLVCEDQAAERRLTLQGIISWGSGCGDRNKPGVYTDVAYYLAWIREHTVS
Furin inhibitor – inhibitors of human furin; P09958; purified furin, fluorogenic substrate cleavage; inhibition, % at 30 µM; actives 0.061% (n = 220,000); AID 463115; in the data active means inhibition above about 25%; further: inactives centre near -15
thrombin 1536 – inhibitors of human thrombin; P00734; alpha-thrombin, Boc-VPR-AMC fluorogenic substrate cleavage; inhibition, % at 5 µM; actives 0.26% (n = 220,000);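 active means inhibition at or above 40%; inactive means inhibition below 40%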;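 further: 0% = enzyme with no compound and 100% = wells without enzyme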
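Assay system: human alpha-thrombin enzyme. Reagent: Boc-VPR-AMC substrate, 15 µM final. Compound dosing: one concentration per compound, 5 µM, with 0.2% DMSO. Incubation: room-temperature reaction. Technique: AMC fluorescence, 355/460 nm. Measure: % inhibition relative to enzyme controls and enzyme-free blanks.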
p97 ATPase inh – inhibitors of human p97 ATPase; P55072; recombinant p97 ATPase, Kinase-Glo ATP luminescence, 3 h; inhibition, % at 8 µM; actives 0.42% (n = 220,000); in the data active means inhibition above about 15%;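 further: 0% = DMSO vehicle and 100% = wells lacking enzyme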
Numbers without * were called inactive; x = not tested or not shown; [ ] = another dose, or the depositor's remark.

Below each compound: FXIa inh 1536, hK5 inh, PERK inh, Wee1 stabilizer, KCC2 mod, FXIIa inh, Furin inhibitor, thrombin 1536, p97 ATPase inh
1. CCOC(=O)C1CCN(Cc2ccc(OC)cc2OC)CC1
  -1, 5, 0.3, -4, -0.054, 4, -14, -4, 7
2. COC(=O)c1ccccc1NC(=O)CN(C1CCCCC1)S(C)(=O)=O
  1, -7, -0.3, 0, -0.48, 15, -20[20 µM], 0, 0
3. Cc1nc2cc(Cl)c([N+](=O)[O-])cc2s1
  -7, -3, -1.1, 0, 1.2, 5, -10, 19, -4
4. CC1C=CCC2C(=O)N(c3ccc(OC(=O)c4cccs4)cc3)C(=O)C12 (stereo not drawn)
  -8, -11, 0.1, -2, -0.15, 0, -17, -8, 0
5. CCOC(=O)c1c(C)[nH]c(C(=O)COC(=O)C2CC(=O)N(Cc3ccccc3)C2)c1C (stereo not drawn)
  0, 9, 0.9, -2, -2, 13, -21, 10, 1
6. Cc1cccc(NC(=O)CN(C)S(=O)(=O)c2ccccc2)n1
  0, -15, -0.6, 0, 0.003, 19, -16[20 µM], 1, -1
7. CC(=O)N1N=C(c2cccc([N+](=O)[O-])c2)OC1c1ccc(Cl)cc1Cl (stereo not drawn)
  -2, 6, 0.3, -3, 0.12, 15, -5[20 µM], -5, 1
8. CSCCC(NS(=O)(=O)c1ccc2c(c1)oc(=O)n2C)C(=O)NCc1cccs1 (stereo not drawn)
  2, 3, 1.6, 0, -0.34, 2, -13, 0, 9
9. Cc1ccc(-c2ccc(/C=N/N3C(=O)C4C5C=CC(CC5)C4C3=O)o2)c([N+](=O)[O-])c1 (stereo not drawn)
  -11, -6, -0.3, -3, 0.36, -2, -18[20 µM], -4, 0
10. Cn1c(=O)c2c(-c3ccccc3)n(Cc3ccccn3)cc2n(C)c1=O
  -1, -9, 0.6, 3, -0.97, 13, -20, 0, 3
11. Cc1ccc(CC2C(=O)N(c3nc(C)cc(C)n3)C(=O)C2C)cc1 (stereo not drawn)
  -5, -5, 0.0, -3, -1.5, x, -20, -4, -5
12. COc1ccc(CNC(=O)CN(C(=O)CCC(=O)Nc2ccccn2)c2cccc(C)c2)cc1
  -3, -1, -0.2, -2, -0.59, 9, -32, 4, 2
13. CN(C)S(=O)(=O)c1ccc(C(=O)OCc2ccc(C#N)cc2)cc1
  6, 8, -0.3, -1, -0.96, 6, -10, 4, 4
14. CC1(C)CC(=O)c2c(nc3ccccc3c2N)C1
  7, 2, -0.5, -3, -0.32, 13, -9[20 µM], 1, -3
15. O=C(NCCc1nc2ccccc2[nH]1)c1cc([N+](=O)[O-])cc([N+](=O)[O-])c1
  -1, -7, -0.2, -1, -1.2, 10, -15, -12, 3
16. O=C(Nc1ccc(Br)cc1)c1ccc(N2C(=O)C3CC=CCC3C2=O)cc1 (stereo not drawn)
  6, -18, -0.1, -1, -0.19, 14, -7, 1, 6
17. Cc1cc(C)nc(/N=C(\N)Nc2ccc(S(=O)(=O)Nc3nccc(C)n3)cc2)n1
  -5, -2, 0.2, -2, -0.25, 7, -24, -7, 2
18. CCC1(C)Cc2c(C#N)c(N)n(-c3ccccc3)c(=O)c2CO1 (stereo not drawn)
  0, 11, 0.4, 2, 0.6, 2, 1[20 µM], 0, 2
19. O=C(O)CC(c1ccccc1)n1cnnn1 (stereo not drawn)
  5, -17, 2.1, -1, x, 11, -24, 1, 8
20. CCCCNC(=O)Nc1ccccc1C(=O)Nc1ccc(OC)cc1
  19, -4, -0.2, 3, 0.51, 26, -13[20 µM], 4, 0
21. CC1=C(C(=O)Nc2ccc(C)cc2)C(c2cccs2)NC(=S)N1 (stereo not drawn)
  -5, -9, -0.3, 1, 0.42, 4, -21, 6, -3
22. O=C(Cc1ccc(S(=O)(=O)N2CCCC2)s1)N1CCN(c2ccc(F)cc2)CC1
  5, -25, -0.1, 1, -1.4, 0, -18, -2, -4
23. CCCCc1nnc(NC(=O)C(C)Sc2nc(C)cc(=O)[nH]2)s1 (stereo not drawn)
  5, -2, 0.7, 0, -0.43, 9, -15[20 µM], 3, 0
24. CCCc1ncc(C(O)c2cccc(OC)c2)n1C (stereo not drawn)
  4, 2, 1.8, 1, 1.1, 5, -3, -1, 7
25. COc1ccccc1C(=O)NNC(=O)c1cccc(F)c1
  9, -21, 0.5, 4, 0.68, 12, -23, -2, -1
26. CCCCCCSc1nsc(NC(C)=O)n1
  4, -6, 1.1, 4, x, 18, -19, 2, -1
27. O=C1C(=O)N(O)C2CCCCC2N1O (stereo not drawn)
  -3, -1, 1.1, -3, 0.13, -1, -18, -10, 2
28. C=CCSc1nnc(NC(=O)c2ccc(Cl)nc2)s1
  -1, 5, -0.5, 1, 0.85, 12, -7[20 µM], -1, 6
29. O=C(NCCc1c[nH]c2ccccc12)c1cc(S(=O)(=O)N2CCCCC2)ccc1N1CCOCC1
  -5, 11, -0.4, -4, x, 0, -7, -6, -3
30. CCOC(=O)C1=C(C)NC(C)=C(C(=O)OCC)C1c1ccc(C)o1
  5, 4, 1.0, 0, -1.4, 1, -13, -6, -2
31. COc1ccc(C)cc1S(=O)(=O)N(C)CC(=O)Nc1ccc2c(c1)OCO2
  -3, 1, -0.1, 0, 0.011, 1, -24[20 µM], -2, 0
32. Cc1nnsc1C(=O)NNc1ccc(Cl)cc1
  -3, -8, 1.4, 0, 0.087, 3, -15, -6, 11
33. CCOC(=O)c1c(/N=C/C2=C(O)CC(C)(C)CC2=O)sc(C)c1C
  -6, -5, 0.0, -5, -0.16, -2, 2, -7, -3
34. CN(C)/C=N/S(=O)(=O)c1ccc(Cl)cc1
  -3, -6, -0.1, -1, -0.36, 3, -18, -10, 0
35. CCOC(=O)C1CCCN(c2nnnn2-c2ccccc2)C1 (stereo not drawn)
  -9, -2, 1.3, 0, -0.049, -12, -14, -13, 5
36. CCc1cccc(N(C(=O)c2csnn2)C(C(=O)NC(C)(C)C)c2ccccn2)c1 (stereo not drawn)
  -5, -8, 0.6, -1, x, 3, -16, -12, 2
37. Cc1ccc(S(=O)(=O)N2CCN(CC(=O)N/N=C\c3ccc(O)c(O)c3)CC2)cc1
  -3, -4, -0.7, 0, 0.32, 4, -13, -10, 2
38. COc1ccc(CCNCC(O)Cn2c3ccccc3c3ccccc32)cc1OC (stereo not drawn)
  -6, -13, -0.3, -3, 0.82, 3, -25, 0, 3
39. O=C(NCc1ccco1)c1cc([N+](=O)[O-])ccc1N1CCCCC1
  27, -6, 0.4, 1, -0.24, 15, -9, 7, 3
40. OCC1CCCN(C(=S)Nc2ccc(Nc3ccccc3)cc2)C1 (stereo not drawn)
  1, 5, 0.5, 3, -1.8, 8, -16, -8, 3

6 structures from above, ordered by SMILES length, rising:
Below each compound: FXIa inh 1536, hK5 inh, PERK inh, Wee1 stabilizer, KCC2 mod, FXIIa inh, Furin inhibitor, thrombin 1536, p97 ATPase inh
27. O=C1C(=O)N(O)C2CCCCC2N1O (stereo not drawn)
  -3, -1, 1.1, -3, 0.13, -1, -18, -10, 2
21. CC1=C(C(=O)Nc2ccc(C)cc2)C(c2cccs2)NC(=S)N1 (stereo not drawn)
  -5, -9, -0.3, 1, 0.42, 4, -21, 6, -3
30. CCOC(=O)C1=C(C)NC(C)=C(C(=O)OCC)C1c1ccc(C)o1
  5, 4, 1.0, 0, -1.4, 1, -13, -6, -2
33. CCOC(=O)c1c(/N=C/C2=C(O)CC(C)(C)CC2=O)sc(C)c1C
  -6, -5, 0.0, -5, -0.16, -2, 2, -7, -3
31. COc1ccc(C)cc1S(=O)(=O)N(C)CC(=O)Nc1ccc2c(c1)OCO2
  -3, 1, -0.1, 0, 0.011, 1, -24[20 µM], -2, 0
37. Cc1ccc(S(=O)(=O)N2CCN(CC(=O)N/N=C\c3ccc(O)c(O)c3)CC2)cc1
  -3, -4, -0.7, 0, 0.32, 4, -13, -10, 2

Additional compounds.
Below each compound: FXIa inh 1536, hK5 inh, PERK inh, Wee1 stabilizer, KCC2 mod, FXIIa inh, Furin inhibitor, thrombin 1536, p97 ATPase inh
41. Cc1ccc(NC(=S)NCc2ccc3c(c2)OCO3)cc1C
  9, -12, 0.6, 0, -0.28, 14, -18, -4, 3
42. COc1ccccc1NC(=O)Cn1c(=O)n2nc(C)nc2c2ccccc21
  4, -10, -0.1, -2, x, 15, -38, -7, 7
43. COc1ccc(-c2ccc(=O)[nH]n2)cc1
  -1, -18, -0.4, -1, 0.35, 5, -10, 2, -8
44. COCCNc1nc2c(c(=O)n(Cc3ccc(OC)cc3)c(=O)n2C)n1C
  -9, -1, -0.5, 0, x, -10, -15, 0, 0
45. CCOc1c2ccc(C(=O)NCc3cc(C(F)(F)F)cc(C(F)(F)F)c3)cc2nn1C
  -8, 3, 0.1, 1, -0.87, 3, -16[20 µM], -5, 1
46. Cc1ccc(OCCSc2nnc(NC(=O)c3ccco3)s2)cc1
  -6, -10, 0.6, -2, -0.29, 2, -12[20 µM], -5, 8
47. Cc1ccc(S(=O)(=O)N(C)Cc2ccc(C(=O)NN=C3C4CC5CC(C4)CC3C5)cc2)cc1
  3, -7, 0.3, 2, 0.96, 12, 3, -8, 4
48. C=CCCc1ccc(C#N)c(SCc2c(C(=O)OCC)c3cc(OC(C)=O)c(Br)cc3n2C)n1
  4, -4, 0.8, 2, -1.3, 4, -11, -2, -4
49. Cc1ccccc1NC(=O)CC(O)(C(F)(F)F)C(F)(F)F
  0, 1, 0.1, -2, x, 6, -4[20 µM], -1, 6
50. O=C1NC(c2ccccc2)=NC1(NS(=O)(=O)c1ccccc1)C(F)(F)F (stereo not drawn)
  4, -2, 1.6, -3, x, 13, -25[20 µM], 3, 5
51. Cc1cc(C)cc(N=Cc2ccc([N+](=O)[O-])s2)c1
  1, -13, 0.1, -2, -0.016, 3, -27, -4, 5
52. CCN=C1S/C(=C\c2cc(Br)ccc2OCC(=O)OCC)C(=O)N1CC
  3, -18, 1.6, -1, -0.14, 13, -4, -8, 2
53. O=C1CCN(C(=S)NCCc2ccccc2)CC1
  5, 2, 0.2, -1, -0.42, 8, -22, 0, 3

Screens as filed in PubChem.
